Arr AP2 block: human beta-arrestin and AP2 interaction inhibition. FITC-arrestin peptide / GST-AP2 beads, flow cytometry; AP2 beta2 appendage carries R879A mutation. inhibition, % at 10 µM. AID 504490. 340,000 compounds, 0.31% hits;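 active = inhibition above a set limit, near 3 SD of compounds lacking own fluorescence, cut at about 54% in these data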;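 also: plate controls were DMSO wells for no effect and 5 µM unlabelled arrestin peptide for full effect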
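Material – AP2 appendage R879A on GSH beads · Buffer or medium – PBS with 0.05% Tween 20 and 0.1% BSA · Probe or stimulus – fluorescein-tagged arrestin peptide at 50 nM final · Incubation – compound with beads 12 min RT, then probe 1 h RT · Detection – high-throughput flow cytometry of beads, ex 488, em 535 nm · Evaluation – percent response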
LANA DNA inh: KSHV C-LANA DNA binding inhibition; MBP-C-LANA/FAM-LBS DNA binding, fluorescence polarization; inhibition, % at 9 µM; 340,000 compounds, 0.078% hits;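 active = highest replicate inhibition at or above 60% at 9 µM, even if other replicates fall short; inactive = all replicates below 60% inhibition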;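 also: 0% = neutral control wells and 100% = 4 µM acridine orange control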
MOR-DOR inv ag: inverse agonist of human OPRM1-OPRD1 heterodimerization; 340,000 compounds, 0.21% hits; cell-based MOR-DOR heterodimer luminescence, inverse agonism; inhibition, % at 9.3 µM; P35372+P41143; in the data active = inhibition above about 22%, passing the limit was not always enough;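 also: 0% = cells with DMSO and 100% = wells without cells with DMSO; values of inactives mirror those of a sister screen read the other way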
MOR-DOR ag: agonists of human mu-delta opioid receptor heterodimerization | P35372+P41143 | AID 504326 | cells, OPRM1-OPRD1 heterodimerization, luminescence | 340,000 compounds, 0.3% hits | activation, % at 9.3 µM; in the data active = activation above about 18%;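 also: 0% = vehicle-treated cells and 100% = reference agonist; values of inactives mirror those of a sister screen read the other way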
Wnt act: activators of Wnt/beta-catenin signaling. 300,000 compounds, 1.2% hits. Wnt/beta-catenin reporter cell assay, activator, plate reader. activation, % at 9.35 µM; in the data active = activation above about 30%, passing the limit was not always enough;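 also: 0% = neutral control wells and 100% = positive control wells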
DSG3 Ab inh: blocks pemphigus antibody binding to human desmoglein-3. DSG3-coupled beads, scFv-anti-DSG3-GFP binding, flow cytometry; active compounds read low. 310,000 compounds, 0.48% hits. AID 588358. P32926. binding (percent of control), % at 10 µM;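 active = binding more than 3 SD below its plate's average and above zero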;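 also: hits lower antibody fragment binding to DSG3; some compounds called inactive have numbers as strong as hits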
Target sequence (P32926 whole entry, looked up, the tested form may be a part): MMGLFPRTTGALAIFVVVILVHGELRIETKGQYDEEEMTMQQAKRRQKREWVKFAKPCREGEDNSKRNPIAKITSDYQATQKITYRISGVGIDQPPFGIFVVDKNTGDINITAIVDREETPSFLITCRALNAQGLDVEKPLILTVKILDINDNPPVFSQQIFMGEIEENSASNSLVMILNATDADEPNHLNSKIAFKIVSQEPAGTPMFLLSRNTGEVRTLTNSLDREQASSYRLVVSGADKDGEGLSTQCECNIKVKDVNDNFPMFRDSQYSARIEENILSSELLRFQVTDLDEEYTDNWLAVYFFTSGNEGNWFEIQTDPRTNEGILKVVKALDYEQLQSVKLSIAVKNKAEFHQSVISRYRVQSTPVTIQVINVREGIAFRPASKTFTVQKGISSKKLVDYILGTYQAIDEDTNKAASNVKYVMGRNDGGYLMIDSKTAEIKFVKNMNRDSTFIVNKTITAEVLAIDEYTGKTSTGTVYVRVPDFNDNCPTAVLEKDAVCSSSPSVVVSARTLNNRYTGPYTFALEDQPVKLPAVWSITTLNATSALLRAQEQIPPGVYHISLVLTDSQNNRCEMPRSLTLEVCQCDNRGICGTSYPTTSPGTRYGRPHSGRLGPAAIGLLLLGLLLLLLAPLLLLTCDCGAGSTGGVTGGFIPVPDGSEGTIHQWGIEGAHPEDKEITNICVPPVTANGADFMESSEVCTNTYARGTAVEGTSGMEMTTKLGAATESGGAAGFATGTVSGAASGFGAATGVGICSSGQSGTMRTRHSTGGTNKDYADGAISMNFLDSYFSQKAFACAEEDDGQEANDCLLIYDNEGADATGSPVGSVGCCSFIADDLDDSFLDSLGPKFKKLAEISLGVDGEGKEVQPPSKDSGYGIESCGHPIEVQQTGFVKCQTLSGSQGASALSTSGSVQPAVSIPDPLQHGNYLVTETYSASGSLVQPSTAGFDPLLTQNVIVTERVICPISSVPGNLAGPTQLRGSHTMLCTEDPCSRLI
V-ATPase pH: regulators of yeast V-ATPase proton transport; S. cerevisiae, pHLuorin cytosolic pH fluorescence; response, % at 10 µM; 350,000 compounds, 0.37% hits; in the data active = response mostly above about 7.3%, no sharp cut-off; inactive = mostly below about 5.4%; also: actives read high; inactives centre near 0; some compounds called inactive have numbers as strong as hits; reference of the scale not given here
Keap1-Nrf2 PPI: inhibitors of human Keap1-Nrf2 protein-protein interaction; Keap1 Kelch-Nrf2 peptide fluorescence polarization, 1536-well; Q14145; AID 504523; 340,000 compounds, 0.15% hits; inhibition, % at 9.4 µM; in the data active = inhibition above about 12%;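 also: human Keap1 Kelch domain with fluorescein labeled Nrf2 9mer peptide probe; 0% = neutral control wells and 100% = peptide positive control; higher means more block of Keap1 binding to Nrf2 peptide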
cardiac RTF act: cardiac RTF calcium sensitization; AID 493008; IANBD-labeled TnC RTF fluorescence at EC20 calcium; 0% EC20 calcium, 100% full calcium; activation, % at 7.2 µM; P19429+P45379; 340,000 compounds, 0.24% hits;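 active = activation above the mean over all tested compounds plus 3 SD, cut at about 30% in these data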;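 also: rise in fluorescence read as greater calcium sensitivity of cardiac thin filaments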
Cardiac RTF inh: cardiac RTF calcium desensitization | P19429+P45379 | inhibition, % at 7.15 µM | IANBD-labeled cardiac RTF, Ca2+ fluorescence | AID 493244 | 340,000 compounds, 0.12% hits;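 active = inhibition above the mean inhibition of all tested compounds plus 3 SD, cut at about 17% in these data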;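 also: assay run at fixed EC70 calcium of 1.6 mM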
Numbers without * were called inactive; x = not tested or not shown. Hits appear at their usual frequency. About 3.1% of those tested had a hit in this group.

SMILES	Arr AP2 block	LANA DNA inh	MOR-DOR inv ag	MOR-DOR ag	Wnt act	DSG3 Ab inh	V-ATPase pH	Keap1-Nrf2 PPI	cardiac RTF act	Cardiac RTF inh
CCOC(=O)COn1c(-n2nc(C)cc2C)nc2ccccc2c1=O	9.3	-2.8	7.0	-1.6	3.9	93.6	-2.3	0.0	2.9	-6.8
CN1/C(=C\C(=O)CSc2ncn[nH]2)C(C)(C)c2ccccc21	-16.1	1.0	8.2	-1.6	5.4	105.3	-1.5	-1.2	8.2	-3.8
Cc1ccccc1S(=O)(=O)Nc1nc2ccccc2nc1N1CCc2ccccc2C1	9.7	1.3	-8.1	1.5	x	115.9	-0.7	3.9	-4.8	-14.6
CCN1CC(CNCc2cn(-c3ccc(OC)cc3)nc2-c2ccccc2Cl)CC1=O (centres undefined)	4.3	0.2	14.5	-3.0	0.3	92.5	2.7	-2.1	-2.9	-3.6
CNC(=O)c1cn(-c2ccc(Cl)cc2)c(=O)c2ccccc12	-10.4	-0.4	4.6	-0.8	0.2	101.2	-7.1	-6.4	-0.9	-3.1
CC1CCCC(C)N1CCOc1cc(N)ccc1C#N (centres undefined)	12.8	3.1	23.6	-4.5	0.5	121.1	-2.7	1.4	4.2	1.8
Cc1ccc2cc(C#N)c(NCc3ccccc3)nc2c1	-1.3	0.1	-21.9	4.2	-1.6	122.5	0.8	2.5	3.6	1.1
COc1ccc(N(Cc2ccccc2)S(=O)(=O)c2cccc(C(=O)O)c2)cc1	6.9	-0.2	7.6	-1.5	1.8	92.2	-2.8	-3.7	8.4	-4.8
O=C1c2ccccc2CN1CCNS(=O)(=O)c1ccc2ccccc2c1	7.0	-1.4	5.3	-1.0	x	105.3	-2.4	0.4	-1.3	-10.7
CC(=O)N1Cc2ccccc2C(C)CC12CCCCC2 (centres undefined)	32.1	-0.6	1.2	-0.2	-0.2	83.9	1.4	-2.0	-5.2	3.3
CC1CCN(S(=O)(=O)c2cnc(Cl)c(Br)c2)CC1	7.8	0.6	-21.4	3.6	-2.1	101.3	-0.6	-8.0	-2.1	-16.5
CC(C)=C1SC(N2CCN(c3ccc(C)cc3)CC2)=NC1=O	9.0	-0.6	4.1	-0.7	x	104.3	-5.6	0.4	-4.3	4.7
COc1ccc(-n2c(SCC(=O)Nc3ccc4c(c3)OCO4)nnc2C(C)N2CCCCC2)cc1 (centres undefined)	1.1	2.1	-11.8	2.0	0.7	100.6	-0.6	5.6	1.0	3.5
C/C(=N\NC(=O)c1cccc(S(=O)(=O)N2CCOCC2)c1)c1cc2ccccc2o1	-14.4	-1.2	10.4	-1.9	-0.5	92.7	0.0	2.0	-3.4	-9.2
COc1ccccc1Oc1nc(-c2ccccc2)cc(C)c1S(C)(=O)=O	2.8	0.1	2.6	-0.6	x	110.3	3.1	-6.4	-1.9	-0.3
CCS(=O)(=O)C1=NSC2=NC(=O)/C(=C\c3ccc(OC(=O)c4ccco4)c(OC)c3)C(=N)N21	51.0	-12.6	6.4	-1.2	0.1	89.0	-2.4	-7.7	-5.3	1.1
O=C(Oc1ccc(Br)cc1C(=S)N1CCOCC1)c1ccc(F)cc1	10.9	-0.6	10.1	-1.9	x	x	4.1	-10.1	-5.9	-2.7
Cc1cc(NC(=O)COC(=O)/C=C/c2ccc(C)o2)no1	-3.4	-0.6	15.4	-3.9	-4.5	x	-0.1	-2.8	-1.1	-5.6
O=C(c1ccccc1F)N1CCN(C(=O)C(c2ccccc2)c2ccccc2)CC1	18.6	2.2	12.6	-2.0	-3.6	101.6	2.8	1.2	-4.2	0.7
O=C(C1CCCC1)N1CCN(S(=O)(=O)c2ccc(F)c(F)c2F)CC1	7.9	-1.4	-0.4	0.1	-3.8	100.9	-2.3	-1.5	-11.0	-2.2
Brc1cc(Br)c2nc(-c3ccc(N4CCOCC4)cc3)ccc2c1	15.7	-1.4	-10.2	2.1	x	85.0	-7.0	-1.3	-2.8	-5.9
S=C1NCCN1CC1CCN(CC2CCCC2)CC1	5.8	-0.4	6.5	-1.4	-1.7	93.3	-1.4	-2.1	-0.1	-3.0
COc1ccccc1-n1cnnc1SCC(=O)N1CCN(C(=O)c2ccco2)CC1	-3.5	-1.0	6.8	-1.3	-3.2	160.7	3.9	-3.4	-2.2	-0.5
COc1ccc(OCC(=O)N(Cc2sccc2C)C2CCS(=O)(=O)C2)cc1 (centres undefined)	2.7	-1.2	19.1	-3.7	0.3	103.9	2.6	2.7	-3.0	-1.1
O=C(N/N=C/c1ccncc1)c1cnccn1	13.4	0.8	6.7	-1.4	0.5	x	8.7	5.0	-2.1	-7.8
Next section
SMILES	Arr AP2 block	LANA DNA inh	MOR-DOR inv ag	MOR-DOR ag	Wnt act	DSG3 Ab inh	V-ATPase pH	Keap1-Nrf2 PPI	cardiac RTF act	Cardiac RTF inh
CCOC(=O)C1(CCCc2ccccc2)CCN(C(=O)c2cc(C)nc(C)n2)CC1	6.7	-0.4	2.1	-0.4	-0.7	x	-1.9	-1.4	5.6	-8.2
C=CCc1ccc(OCC(O)COc2ccc(CC=C)cc2OC)c(OC)c1	5.4	1.8	-41.9	7.8	-0.7	98.7	-2.9	0.0	-2.8	-6.1
COc1cccc(-c2c(-c3cc(OC)cc(OC)c3)n(C)c3ccc(-c4ccc(OC)nc4)cc23)c1	6.3	-0.5	2.5	-0.5	-5.9	102.8	0.8	0.4	3.7	-3.3
Cc1[nH]c(=O)[nH]c(=O)c1S(=O)(=O)NCCc1ccc(S(N)(=O)=O)cc1	13.5	0.5	12.1	-2.9	0.6	96.3	3.3	-1.4	-0.5	-4.8
CC(=O)N1CCC2(CC1)CC(=O)c1cc(OCC(=O)NCc3ccco3)ccc1O2	44.4	0.6	-2.9	0.5	x	100.1	-2.3	-1.2	-2.8	-6.3
CCC1CCC(C(=O)NNC(=O)c2cc(-c3ccco3)[nH]n2)CC1 (centres undefined)	18.0	-1.0	12.3	-2.6	1.0	115.8	-2.7	-5.2	-1.0	9.5
COc1ccc(/C(O)=C/c2nc3ccc(C(=O)NCCc4cccc(C)c4)cc3[nH]c2=O)cc1OC	5.6	-0.8	2.6	-0.5	-1.1	126.1	1.4	-2.4	9.8	-23.4
Cc1nc(SCC(=O)N2CCN(c3ccccn3)CC2)c(C#N)c(C)c1C	-10.4	0.9	8.0	-2.0	-2.6	x	1.4	3.4	1.4	0.5
Cc1ccc(-n2nc(CN3CCOCC3)c(-c3ccccc3)c2N)c(C)c1	13.9	-1.7	-7.9	1.2	1.1	96.6	-0.7	-3.8	-6.0	1.5
CCn1c(C)nc2cc(C(=O)OC(C(F)(F)C(F)F)C(F)(F)C(F)F)ccc21	0.7	1.1	-4.2	0.7	23.5	123.2	2.3	5.0	-16.3	-11.9
Cn1cc(S(=O)(=O)c2ccccc2)c(=O)c2cc(F)c(N3CCOCC3)cc21	31.7	-0.9	10.1	-2.0	-4.2	96.2	4.0	3.1	3.1	-3.3
Clc1ccc(-c2nnc(CCc3ccccc3)o2)c(Cl)c1	-9.3	1.4	-90.0	15.6	19.5	101.7	-1.2	-4.8	0.5	-5.0
Nc1nc(CN2CCCCCC2)nc(Nc2ccc(F)cc2)n1	14.6	0.4	-11.3	2.1	-4.4	106.0	0.5	-7.7	1.0	-7.2
CCc1c(C(=O)Nc2ccc(OC)cc2)[nH]c(C)c1C(C)=O	12.0	0.6	14.3	-2.8	21.6	x	2.4	0.6	-2.2	-0.5
Cc1nc2c(=O)n(C)c(=O)n(C)c2nc1Cl	1.7	0.0	27.2	-5.1	-3.1	98.1	-2.7	-1.2	1.8	-1.2
CCOC(=O)c1ccccc1NC(=O)CSc1nc2ccccc2c(=O)n1CCCN1CCOCC1	-0.8	-5.2	7.7	-1.5	-1.7	138.7	0.0	-7.8	5.9	-12.1
C/C(=C/c1ccccc1)C(=O)N1CCN(c2ccc(F)cc2)CC1	-10.3	-0.8	7.1	-1.5	0.1	107.3	-2.7	-1.7	-1.4	-13.9
O=C(NCC1CCCCC1)C12CN(Cc3ccccc3)CC1C(c1cccc([N+](=O)[O-])c1)=NO2 (centres undefined)	-2.6	-0.4	-1.7	0.3	-5.2	103.4	3.7	1.5	3.5	-1.4
CCn1c(CNc2ccc(F)cc2)nnc1SCC(=O)N1CCCc2ccccc21	-7.8	-0.6	1.2	-0.2	-5.0	107.0	-3.1	-3.0	7.1	6.3
CC1(C(=O)O)CC(C)(C(=O)O)CC(C)(C(=O)O)C1 (centres undefined)	7.5	-1.5	-0.3	0.1	0.1	110.8	4.4	-6.8	-1.9	-1.7
CCO[C@@H]1OC(C(N)=O)=C[C@H](c2ccc(C(F)(F)F)cc2)[C@H]1CCCO	3.1	1.8	16.8	-2.9	-1.2	102.1	3.9	-2.5	2.6	-1.1
Cc1ccc(NC(=O)C2CC(=O)N(c3ccc4c(c3)OCCO4)C2)nc1 (centres undefined)	-10.7	-0.1	16.4	-3.2	13.8	100.4	7.1	-1.6	4.6	-3.8
COc1ccc(C(=O)Nc2ccc(Cl)cc2C(=O)NCc2ccco2)cc1OC	-0.2	1.0	-1.2	0.2	-4.7	100.8	-2.9	-3.3	8.0	3.4
O=C(CCN1CCOCC1)Nc1cc(C(=O)Nc2ccc(Cl)cc2)ccc1N1CC2CC(C1)c1cccc(=O)n1C2 (centres undefined)	-4.5	0.5	7.8	-1.4	-3.4	x	-1.0	-3.3	1.0	-6.2
Cc1cccnc1NC(=O)CCNC(=O)c1ccc(Br)cc1	6.0	0.5	14.4	-2.1	-2.1	105.4	5.9	0.8	-3.0	-1.4
New compounds follow:
SMILES	Arr AP2 block	LANA DNA inh	MOR-DOR inv ag	MOR-DOR ag	Wnt act	DSG3 Ab inh	V-ATPase pH	Keap1-Nrf2 PPI	cardiac RTF act	Cardiac RTF inh
CC(NC(=O)C(C)N1CCN(Cc2ccccc2)CC1)c1ccccc1 (centres undefined)	-2.9	1.3	-5.8	0.8	-3.1	91.4	-2.1	-2.6	-1.9	-16.3
O=C(c1ccco1)N1CCN(S(=O)(=O)c2cccc3nsnc23)CC1	-0.3	0.3	0.3	-0.1	4.3	x	-2.4	-8.1	5.4	-10.8
Cc1ccc(NC(=O)COC(=O)c2ccc(S(=O)(=O)N3CCCC3)cc2)cc1	3.2	1.2	5.8	-1.2	2.0	102.3	2.4	-4.6	9.8	0.0
O=C1CC(C(=O)N2CCc3ccccc32)CN1c1ccccc1 (centres undefined)	-3.0	-0.7	3.5	-0.5	1.5	x	5.0	-2.0	-3.4	4.5
CCCN(CCC)CCNC(=O)CCC(=O)Nc1ccc2nc(N3CCOCC3)cc(C)c2c1	7.8	0.6	-4.8	1.1	6.4	95.5	3.4	-1.2	9.4	-8.1
Cc1noc(C)c1C(=O)N(C)Cc1ccccc1	23.9	0.8	0.3	-0.1	0.6	117.9	-3.0	-3.7	-3.3	-10.5
COc1ccc(C(=O)NCC(=O)N/N=C/c2ccco2)cc1OC	-5.7	-1.5	5.9	-1.1	-3.1	117.8	0.6	-9.7	1.7	0.7

Bioassay records (PubChem BioAssay)
